Assay outcomes from PubChem.
Menin MLL FP TR – displaces Texas Red mutant MLL peptide from human menin; O00255; AID 1768; Menin + Texas Red MLL mutant peptide, fluorescence polarization; Potency, µM (highest dose often 61.6 µM), without a hit: at the top dose FP activity change, negative = inhibition, actives largely listed as inhibitors; actives 0.23% (n = 270,000); active = well fitted inhibition curve with a large enough effect in the polarisation, with a control signal flat, not every such curve was filed as active; inconclusive = small, poorly fitted or top-dose-only effect, or effect the other way, or a change in a side signal; inactive = no such curve, though single readings can be large or run the other way; the % refers to the polarisation; also: potency is read from the fitted curve at half-maximal effect; % of control where 0% means no effect; many of its hits are not listed in these tables
USP2a inh – blocks human ubiquitin-specific protease USP2a; O75604; actives 0.01% (n = 330,000); USP2 core, Ub-CHOP2 coupled fluorogenic reporter, 485/531; Potency, µM (titrated, usually from 38.3 µM), inactives show top-dose activity change, negative = inhibition, hits mostly inhibitors;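 also: potency is read from the fitted curve at half-maximal effect; plate controls were DMSO wells for no effect and full inhibition by NEM control for full effect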
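USP2 core (10nM final) preincubated 30min RT with compound in 20mM Tris-HCl pH 8.0, 2mM CaCl2, 2mM beta-mercaptoethanol, 0.05% CHAPS; 25nM Ub-CHOP2 plus 25nM reporter substrate added, fluorescence (Ex485/Em531) read after 60min.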
KCNH2 3.1 block – blocks the human KCNH2 3.1 channel isoform | U2OS KCNH2 3.1, thallium flux FluxOr; stronger effect = lower value | actives 0.95% (n = 340,000) | AID 720553 | activity change, % (tested at about 1.8 µM);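 active = maximum activity change below -70%; inconclusive = maximum activity change from -70% to -50%; inactive = maximum activity change above -50%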;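 also: thallium influx rate constant from kinetic fluorescence after stimulation buffer; % is scaled to controls: 0 for no effect and ±100 for the full control effect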
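Thallium flux read-out: FluxOr dye with Red40 quencher in HBSS/HEPES, 45 min at RT. Rate constants from kinetic reads were normalized to positive and negative DMSO controls. Cells: U2OS virally expressing the 3.1 isoform.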
PKM2 act – increases activity of human pyruvate kinase M2. P14618. Potency, µM (doses to about 57.5 µM), for inactives: at the highest dose activation, usual class: activators. purified PKM2, Kinase-Glo ATP luminescence, activation; response scale: 0% is enzyme alone, no compound. actives 0.34% (n = 260,000); also: potency is read from the fitted curve at half-maximal effect; % is scaled to controls: 0 for no effect and ±100 for the full control effect; nearly all actives have a fitted effect of over 55% in size
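Kinase-Glo luminescence reports ATP generated from ADP (0.1 mM) and PEP (0.5 mM) by purified hPK-M2 after 1 h at room temperature, pH 7.2 imidazole buffer; intermediate enzyme activity allows detecting inhibitors and activators.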
hERG WT inh – blocks the wildtype human KCNH2 potassium channel | Q12809 | U2OS, BacMam KCNH2, thallium flux FluxOr; stronger effect = lower value | activity change, % at 1.84 µM | actives 0.37% (n = 340,000) | AID 720551;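 active = maximum activity change below -70%; inconclusive = maximum activity change between -70% and -50%; inactive = maximum activity change above -50%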; also: % is scaled to controls: 0 for no effect and ±100 for the full control effect
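U2OS cells transduced with wild-type KCNH2 virus are loaded with FluxOr dye for 45 min, and thallium flux is measured in kinetic reads before and after stimulation buffer. Rate constants are normalized to DMSO controls.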
Coupling enz – inhibits coupling enzyme system, counter-screen for aldolase hits; coupling enzyme system counterscreen, AmpLite Red fluorescence; activity change, negative = inhibition, % at 58.2 µM, hits read low; actives 0.67% (n = 290,000); in the data active = activity change below about -30%; also: % is scaled to controls: 0 for no effect and ±100 for the full control effect
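Final compound at 57.5 uM, incubated 10 min at RT with coupling enzyme reagent (glyceraldehyde-3-phosphate), then 20 min with substrate and AmpLite Red detection. Fluorescence read at 525/598 nm; tests interference with the coupling assay, not aldolase inhibition.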
TRPV1 agonist – activates the human vanilloid receptor TRPV1; activation, % at 8.33 µM; TRPV1-expressing cells, Fluo-8 calcium influx, agonist mode; actives 0.19% (n = 320,000); AID 540275; Q8NER1; in the data active = activation above about 80%; inconclusive = between about 30% and that limit; also: 0% is about no effect
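Fluo-8 calcium influx in TRPV1-expressing cells, kinetic read (ex 480/em 520 nm). Compound added and read 3 min for agonist activity, followed by capsaicin at EC20 final and 2 min further read for enhancement.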
B2AR arrestin – agonists driving beta-arrestin recruitment to human beta2-adrenergic receptor. P07550. beta-arrestin recruitment to beta2AR, cell-based reporter. Potency, µM (top dose mostly 46.1 µM), for inactives: at the highest dose activation, most hits filed as activators. actives 0.02% (n = 330,000). AID 492947;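 also: potency is read from the fitted curve at half-maximal effect; 0% = DMSO controls and full agonism = EC100 isoproterenol or metaproterenol; nearly all actives have a fitted effect of over 65% in size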
GALK inh – galactokinase (human) inhibition; P51570; Purified GALK, Kinase-Glo residual ATP luminescence; Potency, µM (series often up to 57.5 µM), for the others: at the highest dose activity change, negative = inhibition, actives largely listed as inhibitors; actives 0.007% (n = 270,000); also: potency is read from the fitted curve at half-maximal effect; % is scaled to controls: 0 for no effect and ±100 for the full control effect
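Quantitative HTS: GALK 5 nM, ATP 35 uM, galactose 100 uM, 1 h room temperature, then luciferase-based ATP detection.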
Giardia killer – Giardia lamblia killing. AID 540267. Giardia lamblia trophozoite viability. activity change, % at 7.66 µM, hits read low. actives 0.15% (n = 340,000); in the data active = activity change below about -80%; inconclusive = between about -30% and that limit;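 also: parasites exposed to compound for two days anaerobically before the ATP read; % is scaled to controls: 0 for no effect and ±100 for the full control effect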
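Giardia lamblia trophozoites (100 cells/well) were incubated with compounds for 48 h at 37 deg C under anaerobic conditions. Viability was read as ATP content by one-step luminescence after 15-30 min at room temperature.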
CXXC DNA block – inhibitors of human MLL CXXC domain-DNA interaction | Potency, µM (doses to about 115 µM), without a hit: at the top dose activity change, negative = inhibition, hits mostly inhibitors | Q03164 | actives 0.037% (n = 290,000) | MLL-CXXC / FITC-HOXA9 DNA fluorescence polarization | AID 2662; active = well fitted inhibition curve with a large enough effect in the polarisation, with a control signal flat, not every such curve was filed as active; inconclusive = small, poorly fitted or top-dose-only effect, or effect the other way, or a change in a side signal; inactive = no such curve, though single readings can be large or run the other way; the % refers to the polarisation; also: potency is read from the fitted curve at half-maximal effect
Target sequence (Q03164 whole entry, looked up, the tested form may be a part): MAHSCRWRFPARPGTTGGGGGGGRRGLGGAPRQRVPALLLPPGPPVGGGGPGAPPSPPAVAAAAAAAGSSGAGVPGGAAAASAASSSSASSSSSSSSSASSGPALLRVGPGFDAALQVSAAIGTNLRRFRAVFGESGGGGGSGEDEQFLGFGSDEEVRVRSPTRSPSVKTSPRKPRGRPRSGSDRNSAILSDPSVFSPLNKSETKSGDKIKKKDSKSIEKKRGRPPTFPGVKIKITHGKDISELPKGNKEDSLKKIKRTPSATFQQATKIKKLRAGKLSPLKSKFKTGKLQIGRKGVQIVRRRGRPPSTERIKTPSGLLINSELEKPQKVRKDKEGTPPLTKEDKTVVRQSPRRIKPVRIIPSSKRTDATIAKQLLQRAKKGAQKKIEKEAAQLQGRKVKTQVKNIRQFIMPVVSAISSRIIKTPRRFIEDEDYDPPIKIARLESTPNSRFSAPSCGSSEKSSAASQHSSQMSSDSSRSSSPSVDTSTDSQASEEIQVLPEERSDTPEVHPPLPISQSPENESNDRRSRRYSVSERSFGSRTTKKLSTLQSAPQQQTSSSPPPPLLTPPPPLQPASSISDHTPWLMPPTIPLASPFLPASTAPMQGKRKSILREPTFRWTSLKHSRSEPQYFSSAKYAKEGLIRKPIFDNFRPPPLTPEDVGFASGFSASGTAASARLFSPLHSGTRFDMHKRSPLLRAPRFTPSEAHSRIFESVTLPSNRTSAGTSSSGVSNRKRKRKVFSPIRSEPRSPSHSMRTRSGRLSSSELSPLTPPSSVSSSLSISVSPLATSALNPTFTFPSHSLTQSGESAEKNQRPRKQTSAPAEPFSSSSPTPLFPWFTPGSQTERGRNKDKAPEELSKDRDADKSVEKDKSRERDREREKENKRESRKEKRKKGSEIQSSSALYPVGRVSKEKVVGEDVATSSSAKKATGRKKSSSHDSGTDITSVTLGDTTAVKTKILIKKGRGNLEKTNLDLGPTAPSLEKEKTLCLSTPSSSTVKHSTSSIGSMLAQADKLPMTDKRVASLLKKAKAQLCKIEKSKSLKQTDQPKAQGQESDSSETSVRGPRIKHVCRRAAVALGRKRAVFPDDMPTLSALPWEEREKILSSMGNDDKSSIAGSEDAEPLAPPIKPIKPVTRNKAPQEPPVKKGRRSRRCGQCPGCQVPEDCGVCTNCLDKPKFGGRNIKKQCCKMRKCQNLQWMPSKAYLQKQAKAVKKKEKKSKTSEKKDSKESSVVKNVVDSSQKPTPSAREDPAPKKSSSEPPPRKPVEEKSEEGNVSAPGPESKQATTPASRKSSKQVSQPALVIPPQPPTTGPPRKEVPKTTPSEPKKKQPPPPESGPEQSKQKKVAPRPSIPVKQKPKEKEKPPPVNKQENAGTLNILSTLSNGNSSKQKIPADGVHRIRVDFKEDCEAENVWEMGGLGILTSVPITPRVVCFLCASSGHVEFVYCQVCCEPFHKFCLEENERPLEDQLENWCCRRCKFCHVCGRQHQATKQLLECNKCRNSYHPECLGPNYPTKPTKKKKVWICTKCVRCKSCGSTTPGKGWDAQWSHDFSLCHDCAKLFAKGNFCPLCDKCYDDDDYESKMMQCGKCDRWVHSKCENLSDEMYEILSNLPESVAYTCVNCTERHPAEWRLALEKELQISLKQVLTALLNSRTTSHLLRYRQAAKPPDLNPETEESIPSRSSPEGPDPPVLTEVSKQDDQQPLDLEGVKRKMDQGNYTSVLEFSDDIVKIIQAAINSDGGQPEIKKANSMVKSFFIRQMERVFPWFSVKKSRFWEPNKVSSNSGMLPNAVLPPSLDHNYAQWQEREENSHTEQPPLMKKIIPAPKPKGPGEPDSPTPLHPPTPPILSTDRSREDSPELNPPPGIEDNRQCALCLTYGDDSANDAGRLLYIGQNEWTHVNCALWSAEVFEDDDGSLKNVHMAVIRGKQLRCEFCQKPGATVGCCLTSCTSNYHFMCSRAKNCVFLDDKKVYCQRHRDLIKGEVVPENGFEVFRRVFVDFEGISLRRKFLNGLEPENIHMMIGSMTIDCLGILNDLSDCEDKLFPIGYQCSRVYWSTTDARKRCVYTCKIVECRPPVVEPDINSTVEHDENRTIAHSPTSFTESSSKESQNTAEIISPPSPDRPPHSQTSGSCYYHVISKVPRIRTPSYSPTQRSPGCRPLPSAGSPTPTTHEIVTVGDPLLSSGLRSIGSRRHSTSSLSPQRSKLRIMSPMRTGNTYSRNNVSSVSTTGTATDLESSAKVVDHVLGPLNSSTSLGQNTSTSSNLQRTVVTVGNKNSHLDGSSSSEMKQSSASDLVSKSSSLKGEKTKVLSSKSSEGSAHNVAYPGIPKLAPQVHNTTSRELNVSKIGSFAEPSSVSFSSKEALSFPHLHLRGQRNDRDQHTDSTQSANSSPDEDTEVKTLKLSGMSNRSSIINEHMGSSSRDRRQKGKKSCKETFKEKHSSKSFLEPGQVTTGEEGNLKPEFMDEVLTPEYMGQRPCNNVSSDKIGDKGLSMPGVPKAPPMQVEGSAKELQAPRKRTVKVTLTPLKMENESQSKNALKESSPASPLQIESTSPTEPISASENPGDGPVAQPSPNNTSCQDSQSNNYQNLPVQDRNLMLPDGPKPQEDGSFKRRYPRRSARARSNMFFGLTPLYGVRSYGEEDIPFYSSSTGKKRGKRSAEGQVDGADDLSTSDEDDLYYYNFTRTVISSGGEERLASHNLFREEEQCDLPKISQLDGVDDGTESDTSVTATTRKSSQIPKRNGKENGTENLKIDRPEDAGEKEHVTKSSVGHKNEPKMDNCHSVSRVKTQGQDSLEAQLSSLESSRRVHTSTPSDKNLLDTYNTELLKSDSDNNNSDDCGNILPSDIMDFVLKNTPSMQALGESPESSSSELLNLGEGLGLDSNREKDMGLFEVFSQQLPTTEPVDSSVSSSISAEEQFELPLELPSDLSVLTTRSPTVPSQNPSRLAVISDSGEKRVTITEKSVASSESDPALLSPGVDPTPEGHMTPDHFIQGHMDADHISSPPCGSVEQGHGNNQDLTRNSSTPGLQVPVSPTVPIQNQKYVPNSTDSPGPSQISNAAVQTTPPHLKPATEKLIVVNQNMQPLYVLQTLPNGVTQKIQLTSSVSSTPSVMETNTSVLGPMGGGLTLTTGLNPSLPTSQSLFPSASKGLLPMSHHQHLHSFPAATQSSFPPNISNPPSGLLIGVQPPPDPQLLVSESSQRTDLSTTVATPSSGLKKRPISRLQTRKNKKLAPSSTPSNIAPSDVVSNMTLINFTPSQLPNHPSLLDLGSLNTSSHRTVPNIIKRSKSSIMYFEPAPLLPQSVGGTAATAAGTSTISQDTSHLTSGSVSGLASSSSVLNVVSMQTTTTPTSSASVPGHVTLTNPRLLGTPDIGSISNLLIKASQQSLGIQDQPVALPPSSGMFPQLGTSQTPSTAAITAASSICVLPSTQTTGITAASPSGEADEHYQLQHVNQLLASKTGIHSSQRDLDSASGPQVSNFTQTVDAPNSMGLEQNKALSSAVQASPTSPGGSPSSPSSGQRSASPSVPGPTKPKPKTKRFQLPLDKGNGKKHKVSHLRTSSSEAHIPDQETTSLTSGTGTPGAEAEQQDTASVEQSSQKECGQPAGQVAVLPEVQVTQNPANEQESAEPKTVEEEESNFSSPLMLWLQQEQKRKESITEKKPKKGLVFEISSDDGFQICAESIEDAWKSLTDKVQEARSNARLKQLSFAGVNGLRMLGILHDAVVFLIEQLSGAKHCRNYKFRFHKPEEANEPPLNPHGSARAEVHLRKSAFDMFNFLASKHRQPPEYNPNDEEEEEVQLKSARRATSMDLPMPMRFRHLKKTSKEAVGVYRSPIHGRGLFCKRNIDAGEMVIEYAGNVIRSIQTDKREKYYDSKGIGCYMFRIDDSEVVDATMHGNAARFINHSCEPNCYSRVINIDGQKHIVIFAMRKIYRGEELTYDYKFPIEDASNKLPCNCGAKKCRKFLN
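Fluorescence polarization: 7 uM MLL-CXXC (stock) preincubated 5 min with compounds, then 50 nM fluorescein-HOX-A9 DNA (stock) added; 30 min ambient. Buffer 50 mM Tris-HCl pH 7.5, 50 mM NaCl, 1 mM DTT, 0.05% BSA.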
Starred values were filed as active, the others as inactive; ? = inconclusive; · = no result given; [ ] = remark or other dose. Unless noted, calls follow the shape of the dose curve; as a rule, active = well fitted curve in the direction sought with a large enough effect; inconclusive = small, poorly fitted or top-dose-only effect, or another doubt; inactive = no such curve, though single readings can be large; an effect the other way counts as inactive or inconclusive. Only part of the results is shown (hit frequency here may not be typical).

SMILES	Menin MLL FP TR	USP2a inh	KCNH2 3.1 block	PKM2 act	hERG WT inh	Coupling enz	TRPV1 agonist	B2AR arrestin	GALK inh	Giardia killer	CXXC DNA block
COc1ccc(S(=O)(=O)NNC(=O)Nc2ccccc2OC)c(OC)c1	-19.9%	1.1%	-3.9	-0.9%	-2.2	3.5	0.4	-0.1%	2.9%	-29.1	5.1%
O=[N+]([O-])c1ccc(Cl)cc1CN1CCCCCC1	?	0.1%	-8.8	0.3%	3.1	-1.3	4.8	-1.0%	·	-0.9	0.4%
COc1ccc(CCn2c(-c3cccc([N+](=O)[O-])c3)nc3nc4ccccc4nc32)cc1OC	-13.1%	0.1%	-18.5	-0.7%	3.2	-2.9	3.3	-0.3%	0.7%	-5.9	-5.1%
C[C@H](O)CC1=C[C@H](O)[C@@H](C)OC1=O	-7.2%	1.7%	11.5	0.5%	-4.3	1.0	-0.9	6.6%	1.7%	-12.4	-7.3%
CCOC(=O)N1CCN(S(=O)(=O)c2ccc(F)c(C(=O)Nc3ccc(C)c(Cl)c3)c2)CC1	-0.7%	-1.6%	-45.0	7.6%	5.6	-0.6	-3.7	0.1%	·	-10.1	7.3%
CCCC(c1nnnn1Cc1ccc(OC)cc1)N1CCC(C(N)=O)CC1 (stereo not given)	-0.8%	?	-11.7	-1.9%	2.0	2.5	-0.7	0.2%	2.7%	13.1	8.6%
O=C(CCCOc1ccccc1)Nc1ccc(S(=O)(=O)Nc2ccccn2)cc1	11.4%	2.7%	-2.8	4.7%	7.0	-1.0	0.3	0.2%	9.5%	-7.1	-1.6%
COc1ccc(-n2cc(CN[C@H]3CCCCNC3=O)c(-c3cccc(F)c3)n2)cc1	·	2.2%	-1.2	-0.3%	13.1	2.8	16.0	6.1%	2.2%	-9.5	16.7%
CCn1cc(/C=N\NC(=O)c2cc(-c3ccccc3OC)nc3ccccc23)c(C)n1	0.4%	3.4%	-5.2	1.5%	2.0	1.9	11.0	-0.4%	0.9%	-5.2	-9.3%
S=c1[nH]nc(-c2cc(-c3ccccc3)n[nH]2)n1/N=C/C=C/c1ccco1	·	-1.2%	2.1	5.0%	-3.1	-2.8	·	-0.7%	-6.4%	1.2	-1.3%
COc1ccccc1NS(=O)(=O)c1ccc(C)c(NC(=O)c2ccc(S(=O)(=O)N3CCCCCC3)cc2)c1	?	-13.8%	5.7	7.3%	6.1	5.3	2.4	6.4%	-2.3%	1.4	-7.4%
O=C1C(NS(=O)(=O)c2cccs2)=C(N2CCN(Cc3ccccc3)CC2)C(=O)c2ccccc21	·	1.5%	-3.0	-8.4%	-1.7	-28.2	-0.2	-0.4%	-1.4%	-10.7	10.7%
Cc1ccc(C(=O)OCN2C(=O)c3ccccc3C2=O)c(O)c1	?	1.0%	-6.5	-0.4%	25.3	1.6	-3.4	-0.4%	-8.6%	3.9	7.9%
Fc1ccccc1NC(=S)NCCc1ccc(Cl)cc1	·	3.4%	-9.3	1.0%	-5.8	·	?	0.2%	-2.7%	-9.9	-2.0%
COc1ccc(-c2nnc3cccc(Cl)n23)c(OC)c1	-17.2%	2.1%	10.6	·	4.8	-5.0	0.2	0.5%	·	-9.9	8.0%
CCOC(=O)C(=Nc1ccccc1)NO	-4.5%	2.5%	15.4	-4.1%	0.2	0.1	-3.3	0.0%	0.2%	-8.4	3.3%
C=CCn1c(NC(=O)c2ccco2)nc2ccccc21	·	-0.8%	-1.0	0.5%	-7.4	·	7.5	-1.0%	-4.8%	9.6	2.9%
COc1cccc(-c2cc(-c3cccnc3)nc(N)c2C#N)c1	·	-1.7%	17.0	0.6%	2.6	-1.0	?	-1.1%	-2.4%	2.8	6.4%
Cc1c(C)c(C)c(CO/N=C/c2cccs2)c(C)c1C	·	0.5%	1.8	-8.5%	2.5	3.2	25.3	0.5%	11.3%	4.8	0.4%
CCn1c(SCC(=O)N2CCOCC2)nc2oc3c(Cl)cc(Cl)cc3c(=O)c2c1=O	·	1.9%	·	4.1%	·	4.6	·	-1.0%	-2.2%	·	?
COc1ccc(-c2cn3c(C)c(C(=O)NC(C)C)sc3n2)cc1	·	0.7%	4.0	-3.7%	3.4	-0.2	·	-0.5%	-2.0%	8.7	3.3%
CCOC(=O)c1ccc(NC(=S)N2CCSC2c2ccc(Br)cc2)cc1 (stereo not given)	?	-5.4%	5.8	-1.9%	-5.4	-1.6	7.2	-0.6%	-0.1%	-0.5	-2.4%
Cc1ccc(CNCC2CCCO2)o1 (stereo not given)	5.8%	3.7%	-7.0	-6.1%	21.5	5.0	1.5	-0.7%	-1.4%	-2.5	7.0%
COc1ccc(NC(=S)NC(NC(=O)CCl)C(Cl)(Cl)Cl)c([N+](=O)[O-])c1 (stereo not given)	?	0.6%	-15.1	5.3%	-17.4	3.4	0.0	0.4%	0.3%	4.9	3.1%
Cc1ccc(/C=C/C2=NN(C)C(=O)CC2)cc1	-7.5%	1.6%	-8.9	-27.2%	-6.4	-1.2	20.1	0.3%	-2.0%	-21.9	1.0%
COc1ccc(Nc2nc(N3CCN(C)CC3)nc3ccccc23)c(OC)c1	3.6%	2.8%	-7.7	-0.4%	-10.5	0.4	0.3	0.2%	-0.9%	5.2	2.0%
COc1ccccc1C(=O)NC(=O)CSc1nc2nc(C)cc(C)n2n1	·	-5.2%	2.6	·	-9.0	·	-3.3	-0.1%	·	-1.5	·
CN(Cc1ccccc1)C(=O)NC1CCCCC1	5.4%	1.1%	8.2	-13.1%	4.3	-2.9	-4.6	-0.2%	-1.9%	20.9	-2.1%
CC(C)(C)OC(=O)NCCCCCc1nnc(SCc2ccccc2)o1	·	5.6%	0.0	2.6%	-0.1	0.9	28.6	-0.5%	-1.2%	23.0	0.3%
COc1ccc(C)cc1NC(=O)Nc1ccc2c(c1)CCC2	·	-0.9%	0.8	·	5.0	·	0.9	-0.1%	-2.2%	?	4.3%
O=C(C1CCC(Cn2c(=S)[nH]c3ccccc3c2=O)CC1)N1CCN(c2ccccn2)CC1 (stereo not given)	-1.8%	8.1%	14.5	2.5%	3.5	2.2	4.8	-0.8%	-1.0%	-1.5	-0.9%
CN(C)S(=O)(=O)c1ccc(NC(=O)COC(=O)CC2CC3CCC2C3)cc1 (stereo not given)	30.6%[activator]	-0.5%	9.5	-0.2%	2.9	-0.8	?	-0.1%	10.4%	-13.6	-6.8%
Cc1cc(C)c[n+](-c2[nH]c(=O)sc2/C=N/N=C(\N)[S-])c1	2.4%	3.8%	2.5	2.7%	-6.3	2.0	-3.2	0.3%	0.1%	-2.7	0.8%
O=C(c1ccc(C(F)(F)F)cc1)N1CCN(c2ccc(N3CCOCC3)nn2)CC1	·	0.8%	32.1	·	-1.1	·	6.2	0.0%	·	-13.7	·
Nc1nc(-c2cc3ccccc3o2)cs1	·	2.0%	-1.9	-6.9%	3.2	-0.6	-0.4	-0.1%	-0.6%	-3.0	-25.4%
CCOc1cc(NC(=O)C2CC2)c(OCC)cc1NC(=O)CCn1nnc2ccccc21	-0.1%	1.9%	11.2	-2.3%	-1.0	7.8	-1.2	-1.4%	-0.2%	9.5	-6.8%
COC(=O)C1=NN[C@H](C(=O)OC)[C@H]1c1ccccc1	-15.1%	2.9%	6.9	2.2%	-1.3	0.2	2.2	0.0%	3.3%	-10.0	5.6%
COc1cccc(C(=O)OC2CCN(C)CC2)c1	-1.5%	0.2%	-0.9	6.2%	5.9	3.3	0.0	-0.8%	-1.2%	5.8	6.6%

Record cards (already shown). Order of values: Menin MLL FP TR, USP2a inh, KCNH2 3.1 block, PKM2 act, hERG WT inh, Coupling enz, TRPV1 agonist, B2AR arrestin, GALK inh, Giardia killer, CXXC DNA block
O=C(C1CCC(Cn2c(=S)[nH]c3ccccc3c2=O)CC1)N1CCN(c2ccccn2)CC1 (stereo not given) across the screens: -1.8%, 8.1%, 14.5, 2.5%, 3.5, 2.2, 4.8, -0.8%, -1.0%, -1.5, -0.9%
Nc1nc(-c2cc3ccccc3o2)cs1 across the screens: ·, 2.0%, -1.9, -6.9%, 3.2, -0.6, -0.4, -0.1%, -0.6%, -3.0, -25.4%
CN(C)S(=O)(=O)c1ccc(NC(=O)COC(=O)CC2CC3CCC2C3)cc1 (stereo not given) across the screens: 30.6%[activator], -0.5%, 9.5, -0.2%, 2.9, -0.8, ?, -0.1%, 10.4%, -13.6, -6.8%
COC(=O)C1=NN[C@H](C(=O)OC)[C@H]1c1ccccc1 across the screens: -15.1%, 2.9%, 6.9, 2.2%, -1.3, 0.2, 2.2, 0.0%, 3.3%, -10.0, 5.6%
